D1 antag = Antagonist of Human D 1 Dopamine Receptor: qHTS. D(1A) dopamine receptor (Homo sapiens), P21728. HEK293 TREx D1 cells, calcium flux, dopamine EC80; stronger effect = lower value. activity change, negative = inhibition, % at 10 µM. 360,000 tested, 3.2% active. AID 504652, 2011; in the data active means activity change below about -30%; further: on the % scale 0 is the no-effect control and ±100 the full control effect
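Tetracycline-induced HEK293 T-REx cells with force-coupled D1 receptor were loaded with a no-wash calcium dye. Compound was added after a 10 s baseline and read kinetically for 180 s; EC80 dopamine was then added and calcium flux followed another 180 s.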
TRHR agonist = qHTS for Small Molecule Agonists and Allosteric Enhancers of Human TRH Receptor: Primary Screen for Agonists | Thyrotropin-releasing hormone receptor (Homo sapiens), P34981 | TRHR cells, calcium flux fluo-8, FDSS agonist mode | activation, % at 2 µM | 360,000 tested, 0.18% active; further: 0% is about no effect
Target sequence (P34981 whole entry, looked up): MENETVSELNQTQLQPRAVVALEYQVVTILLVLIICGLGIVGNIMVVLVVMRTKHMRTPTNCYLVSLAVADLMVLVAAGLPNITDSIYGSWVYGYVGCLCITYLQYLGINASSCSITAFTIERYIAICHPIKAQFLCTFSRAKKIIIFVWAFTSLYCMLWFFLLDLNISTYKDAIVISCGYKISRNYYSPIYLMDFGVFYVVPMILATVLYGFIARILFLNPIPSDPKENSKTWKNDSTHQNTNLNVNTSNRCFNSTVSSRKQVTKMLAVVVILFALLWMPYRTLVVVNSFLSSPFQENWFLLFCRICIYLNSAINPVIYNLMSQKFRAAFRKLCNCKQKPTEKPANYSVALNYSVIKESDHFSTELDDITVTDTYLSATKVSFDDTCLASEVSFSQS
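TRHR-expressing cells, plated overnight in medium with 10% serum, were loaded with fluo-8 calcium dye at room temperature. After a 10 s baseline, library compound was pin-added and calcium release was recorded kinetically (ex 480/em 530) as agonist response.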
D1 potentiator = Potentiators of Human D1 Dopamine Receptor: qHTS; D(1A) dopamine receptor (Homo sapiens), P21728; HEK293 TREx D1 cells, calcium flux, dopamine EC20 potentiation; potentiation, % at 10 µM; 360,000 tested, 0.036% active; in the data active means potentiation above about 30%; further: 0% is about no effect
D1 ag = Allosteric Agonists of the Human D1 Dopamine Receptor: qHTS; AID 504660, 2011; 360,000 tested, 1% active; HEK293 T-REx D1 cells, calcium flux, agonist mode; activation, % at 2 µM; D(1A) dopamine receptor (Homo sapiens), P21728; further: 0% is about no effect
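Agonism was scored from calcium flux recorded over 180 s (1 read/s) after pintool compound addition, following a 10-cycle baseline. Cells were inducible force-coupled HEK293 TREx D1, plated overnight at 30 C and loaded with no-wash calcium dye.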
RXFP1 antag = qHTS Assay for Antagonists of the Relaxin Receptor RXFP1; 350,000 tested, 0.59% active; HEK293-RXFP1, relaxin-stimulated cAMP HTRF, 30 min; stronger effect = lower value; activity change, negative = inhibition, % at 57.5 µM; Relaxin receptor 1 (Homo sapiens), Q9HBX9;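 active means activity change of -60% or lower, but not beyond a set lower limit; inconclusive means change between -60% and -40%, or beyond the set limit; inactive means change above -40%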; further: on the % scale 0 is the no-effect control and ±100 the full control effect
D2 antagonist = HTS Assay for Allosteric Antagonists of the Human D2 Dopamine Receptor: Primary Screen for Antagonists | D(2) dopamine receptor (Homo sapiens), P14416 | HEK293 TREx D2 cells, calcium flux, dopamine EC80 | AID 485344, 2010 | 340,000 tested, 2% active | inhibition, % at 10 µM; in the data active means inhibition above about 30%; further: 0% is about no effect
Target sequence (P14416 whole entry, looked up): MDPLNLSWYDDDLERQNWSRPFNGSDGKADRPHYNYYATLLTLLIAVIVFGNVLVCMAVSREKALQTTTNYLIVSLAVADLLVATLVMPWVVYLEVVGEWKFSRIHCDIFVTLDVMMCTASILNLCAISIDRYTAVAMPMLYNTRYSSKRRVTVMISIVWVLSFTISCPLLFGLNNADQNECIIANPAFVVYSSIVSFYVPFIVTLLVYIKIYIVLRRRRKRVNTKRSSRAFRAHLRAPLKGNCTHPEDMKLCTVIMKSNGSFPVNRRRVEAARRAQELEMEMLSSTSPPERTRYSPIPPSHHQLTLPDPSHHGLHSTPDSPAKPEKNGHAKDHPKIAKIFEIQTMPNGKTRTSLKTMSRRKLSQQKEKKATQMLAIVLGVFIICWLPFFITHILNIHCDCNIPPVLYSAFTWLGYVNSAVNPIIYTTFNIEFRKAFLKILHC
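Measurement of antagonist activity uses fluorescent calcium dye in inducible HEK293 T-REx D2 cells: 10 s baseline, compound addition with 180 s read, EC80 dopamine addition with a further 180 s read.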
D2 PAM = HTS Assay for Positive Allosteric Modulators of the Human D2 Dopamine Receptor: Primary Screen for Potentiators; HEK293 T-REx D2, calcium flux, EC20 dopamine potentiation; D(2) dopamine receptor (Homo sapiens), P14416; 340,000 tested, 0.34% active; AID 485347, 2010; potentiation, % at 10 µM;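 active means potentiation over 3 SD above the plate norm, cut at about 30% in these data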; further: 0% is about no effect
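Calcium flux readout, no-wash dye, 1 read/s. Inducible HEK293 Trex D2 line, overnight 30 C. Compound alone 180 s (agonist flags), then EC20 dopamine, another 180 s to score potentiation.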
TRHR enhancer = qHTS for Small Molecule Agonists and Allosteric Enhancers of Human TRH Receptor: Primary Screen for Enhancers | enhancement, % at 2 µM | TRHR cells, fluo-8 calcium fluorescence, EC20 TRH enhancement | 360,000 tested, 0.66% active | Thyrotropin-releasing hormone receptor (Homo sapiens), P34981; in the data active means enhancement above about 30%; further: 0% is about no effect
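TRHR-expressing cells loaded with fluo-8 calcium dye were read kinetically (ex 480/em 530) during compound addition, then stimulated with an EC20 of TRH (10 nM final). Enhancement of the Gq-mediated intracellular calcium response was scored.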
D2 ag = HTS Assay for Allosteric Agonists of the Human D2 Dopamine Receptor: Primary Screen for Agonists; D(2) dopamine receptor (Homo sapiens), P14416; HEK293 T-REx D2 cells, calcium flux agonist mode; activation, % at 2 µM; 340,000 tested, 0.53% active;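 active means activation over 3 SD above normal in the single-dose calcium agonist read, cut at about 30% in these data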; further: 0% is about no effect
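Agonism scored from kinetic calcium signal (1 read/sec, 180 s) following compound pin transfer, after a 10 s baseline. Cells: HEK293 Trex line expressing inducible D2 receptor coupled to calcium, dye-loaded after overnight culture at 30 C.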
An asterisk follows results filed as active; ? = inconclusive; / = no result given. Unless noted, no stated cut-off is given here; in the data, active means activation above about 30%; inactive means the rest.

SMILES	D1 antag	TRHR agonist	D1 potentiator	D1 ag	RXFP1 antag	D2 antagonist	D2 PAM	TRHR enhancer	D2 ag
Cc1nnc(SCC(=O)Nc2ccc(Cl)cn2)[nH]c1=O	24	-0.3	-12	2	-4	4	5	3	0.1
COc1ccc(/C=N/NC(=O)CNC(=O)C2COc3ccccc3O2)cc1OC (configuration not stated)	-7	-0.1	-5	0	-10	4	0	-1	0.4
C/C(=N\NC(=O)CC#N)c1ccc(Oc2ccccc2)cc1	-2	1.3	-4	4	-5	5	39*	0	0.8
CC1(c2ccc3c(c2)OCCO3)NC(=O)N(CC(=O)c2ccc[nH]2)C1=O (configuration not stated)	8	-0.1	/	7	-10	17	-9	4	0.7
CCCOc1ccc(N2C(=O)CC(N(Cc3ccc(S(N)(=O)=O)cc3)C(=O)CC)C2=O)cc1 (configuration not stated)	5	1.1	-1	3	10	4	/	4	0.4
CCc1ccccc1NC(=O)CN(C)C(=O)CN1C(=O)NC2(CCCCCC2)C1=O	-16	-0.3	-1	0	-14	9	1	0	1.3
CC(C)CNC(=S)NC(=O)c1ccc(F)cc1	10	-0.8	-7	0	3	-2	0	-2	-0.9
COc1ccc(Br)cc1C1C(C(=O)Nc2ccc(C)cc2C)=C(C)Nc2ncnn21 (configuration not stated)	-16	0.6	1	-1	/	/	-3	-18	0.4
CC(Sc1nncn1C)C(=O)Nc1ccccc1-c1ccccc1 (configuration not stated)	-20	0.2	9	2	7	/	/	2	/
C=CCOc1ccccc1CN1CCC(n2nccc2NC(=O)C2CCOC2)CC1 (configuration not stated)	-1	-0.2	-9	2	-1	11	-16	5	0.0
C=CCn1c(SCC(=O)c2c(N)n(C3CC3)c(=O)[nH]c2=O)nnc1-c1ccoc1C	2	0.3	-10	0	-8	-43	6	3	1.5
Cc1ccc(C(=O)CN(C(=O)c2ccc(Cl)c(Cl)c2)N2C(=O)C3CCCCC3C2=O)cc1C (configuration not stated)	-7	0.9	-2	2	-13	-5	7	15	1.0
CCc1cccc(CC)c1N(COC)C(=O)Cn1c(C)nc2ccccc21	4	-0.9	3	3	-2	/	2	-7	-1.1
CCOCCCNC(=O)c1cc(-c2cccnc2)nc2ccc(S(=O)(=O)N3CCC(C)CC3)cc12	0	-0.6	6	0	-4	-1	6	5	-1.3
O=C(CSc1ncnc2scc(-c3ccc(F)cc3)c12)c1ccc2c(c1)OCCO2	2	0.7	-5	4	-15	6	1	-5	50*
COc1ccc(CNC(=O)CCC(=O)N2CCN(S(=O)(=O)c3ccc(Cl)cc3)CC2)cc1	1	-1.6	-3	-2	0	-1	-3	-10	-0.2
CCN1C(=O)CC(N2CCC(c3nc4ccccc4[nH]3)CC2)C1=O (configuration not stated)	0	0.8	2	7	0	17	-12	3	-0.1
O=C(NCC1CCCO1)c1ccc(/C=N/O)nc1 (configuration not stated)	1	0.0	-9	2	-1	-2	-2	-5	0.2
N#CCC(=O)NCCCOC(=O)Nc1ccc(Cl)c(Cl)c1	-30	0.0	-7	10	6	13	-19	1	0.3
C/C(N)=C(/C#N)C(=O)CSc1nnc(Nc2ccccc2)s1	-17	-1.6	1	4	-14	49*	22	3	-1.3
CCOc1cc2[nH]c(=S)n(Cc3ccc(C(=O)N4CCN(C)CC4)cc3)c(=O)c2cc1OCC	-1	-0.2	-1	4	1	3	-24	5	-1.6
CCCN1CCC(NC(=O)C2CC=CCC2C(=O)O)CC1 (configuration not stated)	7	-0.6	2	1	7	-2	-2	3	-0.3
COc1ccc(C(=O)O/N=C(\N)c2ccncc2)cc1OC	11	-0.1	1	1	-16	1	-3	-2	0.2
CC1(C)Cc2c(c(N3CCOCC3)nc3sc4c(NN)ncnc4c23)CS1	1	-0.1	-3	1	-4	-16	8	5	0.2
CCN(CC)C(=O)N1CCN(C(=O)N2CCOCC2)CC1	1	0.7	9	2	-1	-27	6	-11	0.8

Brought forward from above: three compounds, then new ones.
SMILES	D1 antag	TRHR agonist	D1 potentiator	D1 ag	RXFP1 antag	D2 antagonist	D2 PAM	TRHR enhancer	D2 ag
COc1ccc(C(=O)O/N=C(\N)c2ccncc2)cc1OC	11	-0.1	1	1	-16	1	-3	-2	0.2
CC1(C)Cc2c(c(N3CCOCC3)nc3sc4c(NN)ncnc4c23)CS1	1	-0.1	-3	1	-4	-16	8	5	0.2
CCN(CC)C(=O)N1CCN(C(=O)N2CCOCC2)CC1	1	0.7	9	2	-1	-27	6	-11	0.8
O=C(NCCc1ccccn1)c1ccc2nc(Cc3ccccc3F)oc2c1	4	0.5	3	1	-16	-8	17	4	0.9
COc1ccc(C2C(O)C(c3c[nH]c4ccccc34)=NN2C(=O)CCl)cc1 (configuration not stated)	-7	-0.9	-10	12	-22	32*	-4	18	0.0
CSc1cccc(NC(=O)CN2C(=O)c3ccccc3S2(=O)=O)c1	-12	-0.6	/	4	/	18	2	-3	-0.5
O=C1CC(SC(=Nc2ccccc2)Nc2ccccc2)C(=O)N1c1ccc(Cl)cc1 (configuration not stated)	-28	1.3	-6	3	-15	-14	-18	7	0.4
COC(=O)c1ccccc1NC(=O)c1nn(-c2ccc(OC)cc2)c(=O)c2c1c1ccccc1n2C	21	0.4	1	0	3	/	0	-1	0.0
Cc1nc(-n2nc(C)c(Cc3ccccc3Cl)c2C)sc1C(=O)N1CCC(C)CC1	-6	0.3	3	1	-7	/	-14	-1	2.1
O=C(Cc1cccs1)NCCn1ccc2ccccc21	-11	-0.2	-6	2	10	0	-5	-8	-0.2
CCCc1cnc2c(c1SCC(=O)Nc1ccc(C)c(Cl)c1)c(=O)n(C)c(=O)n2C	/	-0.7	1	6	-5	/	11	10	-3.4
CCCc1c(C(=O)OCC)nnc2c(-c3ccccc3)c(C)nn12	4	-2.1	-2	2	/	/	-5	-12	/
O=C(NCCN1CCOCC1)c1ccccc1N1C(=O)[C@@H]2Cc3c([nH]c4ccccc34)C(c3ccccc3)N2C1=O (some centres not stated)	-11	-0.2	-4	2	/	-4	-18	-4	-0.7
Cc1cc(C)c(C(=O)NC2CCCc3c2cnn3-c2ccc(C)c(C)c2)c(=O)[nH]1 (configuration not stated)	-15	-0.6	-2	2	-9	5	2	-1	-0.5
CCOC(=O)c1c(C)[nH]c(C)c1S(=O)(=O)N1CCCC(C(=O)N2CCN(c3cccc(Cl)c3)CC2)C1 (configuration not stated)	5	-0.8	-3	1	-1	/	-13	-1	1.4
COCc1nnc(NC(=O)c2ccc(NC(=O)C(C)C)cc2)s1	11	0.3	-6	2	-13	-8	8	-10	0.1
COc1ccc(/C=C2/NC(=O)N(Cc3ccccc3F)C2=O)cc1OC	3	-0.8	0	6	7	9	11	3	1.2
Cc1ccc(N2CCN(C(=O)C3CCC(=O)N(Cc4ccc(Cl)cc4)C3)CC2)c(C)c1 (configuration not stated)	-25	-0.6	-6	14	-31	9	10	1	0.1
CC(=O)c1ccc(S(=O)(=O)Nc2ccc(C(=O)N(C)CC(=O)Nc3cccc(C)c3C)cc2)cc1	13	0.4	9	1	5	-19	16	-9	0.4
O=C(Nc1ccccc1C(=O)N1CCCCC1)c1cccc(S(=O)(=O)N2CCOCC2)c1	5	-2.5	-1	0	-19	-7	29	-2	-0.8
CC(C)OP(=O)(OC(C)C)C(NC(=O)c1cccc([N+](=O)[O-])c1)C(N)=O (configuration not stated)	8	0.4	-8	2	10	-1	5	1	0.1
COc1cc(C2C(C(C)=O)=C(O)C(=O)N2c2ccc(C)cc2)ccc1O (configuration not stated)	-12	0.5	-2	2	-16	11	5	5	1.5
Cc1cccc(Cn2c(=O)n(Cc3ccccc3)c(=O)c3c2c2cc(C)ccc2n3C)c1	9	0.6	-4	3	/	/	5	3	1.3
c1ccc(-c2ccc(CN3CCSCC3)cc2)cc1	13	0.3	1	8	-15	-3	7	10	0.6
CCCNC(=O)NC(=O)CSc1nc(C)cs1	-16	-0.1	-13	1	-4	-22	1	18	-0.6
CC(C)CC(C(=O)N1CCc2ccccc2C1)N1C(=O)c2ccccc2C1=O (configuration not stated)	4	-1.7	-1	0	3	2	-10	-9	0.6
O=C(OCc1c(-c2ccccc2)ncc2ccccc12)N1CCOCC1	/	-0.3	2	1	/	-5	-3	8	-0.3
COc1ccccc1/C=C/C=N/n1c(-c2ccc(F)cc2)n[nH]c1=S	2	-0.9	-7	1	?	-5	3	-3	0.1
Additional compounds
SMILES	D1 antag	TRHR agonist	D1 potentiator	D1 ag	RXFP1 antag	D2 antagonist	D2 PAM	TRHR enhancer	D2 ag
O=C(Cn1ccc(C(F)(F)F)n1)N=Nc1c(O)[nH]c2ccccc12	1	-0.3	-2	3	27	-10	9	16	-0.3
O=C(NCc1cccc(Cl)c1)c1ccc2ccccc2n1	-4	-1.3	-3	4	-15	0	-3	5	-1.8
Cc1cc(NC2CCCCC2)nc2ccccc12	-33*	0.6	-6	23	-3	44*	-19	-5	-0.5
COC(=O)C1=CN(Cc2ccc(OC)c(OC)c2)C=C(C(=O)OC)C1c1cccc(OC)c1OC	-10	-0.9	-1	2	5	-22	-4	10	-1.2
COc1cc(C(=O)NCC(=O)OCn2nnc3ccccc3c2=O)cc(OC)c1OC	-11	-0.1	-4	1	-2	21	2	-4	0.3
CC(C)c1ccc(-c2noc(C3CCCN(C(=O)c4ccc(F)cc4F)C3)n2)cc1 (configuration not stated)	2	1.8	-9	11	20	-25	-3	-5	1.1
CC(=O)CN1C(=O)NC(c2ccccc2)(c2ccccc2)C1=O	-7	0.3	1	3	10	/	14	-12	/
CCc1ccccc1NC(=O)C1CCC(CNS(=O)(=O)c2ccc3c(c2)CC(C)N3C(C)=O)CC1 (configuration not stated)	3	-0.5	-5	9	-16	/	-5	-2	0.4

Among those listed so far, three have a cyano group.
SMILES	D1 antag	TRHR agonist	D1 potentiator	D1 ag	RXFP1 antag	D2 antagonist	D2 PAM	TRHR enhancer	D2 ag
C/C(=N\NC(=O)CC#N)c1ccc(Oc2ccccc2)cc1	-2	1.3	-4	4	-5	5	39*	0	0.8
N#CCC(=O)NCCCOC(=O)Nc1ccc(Cl)c(Cl)c1	-30	0.0	-7	10	6	13	-19	1	0.3
C/C(N)=C(/C#N)C(=O)CSc1nnc(Nc2ccccc2)s1	-17	-1.6	1	4	-14	49*	22	3	-1.3

Source: PubChem
